Compound activity deposited in PubChem BioAssay by Broad Institute.
Cneo AK release – Cryptococcus neoformans lysis via adenylate kinase release; actives 0.2% (n = 360,000); lysis activity, % at 15 µM; AID 651654; C. neoformans lysis, adenylate kinase release luminescence, 4 h; normalised: neutral wells 0, clomiphene wells 100;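 active = mean lysis activity across replicates of at least 80%, whatever share of replicates individually reach that level; inactive = mean lysis activity below 80%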
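Test system: log-phase Cryptococcus neoformans yeast cells; Quantity: yeast cell density of 5 × 10^6 cells/mL; Buffer or medium: YPD; Doses: single compound concentration per well; Timing: 4 h at 37 °C static, read 1 h later; Measured by: AK luminescence; Read-out basis: lysis from increased AK signal; Control set: Clomiphene as positive control.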
PglD inh – inhibitors of Campylobacter jejuni PglD acetyltransferase; actives 0.098% (n = 360,000); inhibition, % at 12.5 µM; purified PglD enzyme, DTNB colorimetric CoA detection; AID 602405; in the data active = inhibition above about 16%, passing the limit was not always enough; note: strong numbers were not always called active
RAD52 inh – blocks human RAD52 DNA annealing. recombinant RAD52 DNA annealing, FRET fluorescence. inhibition, % at 18.7 µM. P43351. actives 0.46% (n = 360,000);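 active = every replicate showing at least 50% inhibition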
miR-122 sensor – miR-122 inhibition in Huh7 cells. Huh7 miR-122 Renilla luciferase sensor, 48 h; neutral wells = 0, positive control = 100. activation (reporter increase), % at 12.5 µM. actives 0.3% (n = 340,000). AID 602342;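 active = mean replicate activation score at least 90 and every replicate individually at or above 90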;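 note: higher luciferase means less miR-122 activity so hits act as miR-122 inhibitors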
E-sel inducer – induces E-selectin expression in human endothelial cells; HUVEC E-selectin immunofluorescence imaging; normalized: neutral wells 0, TNF-alpha wells 100; actives 0.37% (n = 260,000); activation, % at 7.58 µM;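 active = mean E-selectin-positive cell signal at least 10% of the positive control, reached in at least 60% of replicates, without over 20% cell loss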;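 note: in these data hits start at about 27%; measured in HUVEC primary endothelial cells; signal is the percent of cells scored E-selectin positive by PE staining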
Target sequence (P16581 whole entry, looked up): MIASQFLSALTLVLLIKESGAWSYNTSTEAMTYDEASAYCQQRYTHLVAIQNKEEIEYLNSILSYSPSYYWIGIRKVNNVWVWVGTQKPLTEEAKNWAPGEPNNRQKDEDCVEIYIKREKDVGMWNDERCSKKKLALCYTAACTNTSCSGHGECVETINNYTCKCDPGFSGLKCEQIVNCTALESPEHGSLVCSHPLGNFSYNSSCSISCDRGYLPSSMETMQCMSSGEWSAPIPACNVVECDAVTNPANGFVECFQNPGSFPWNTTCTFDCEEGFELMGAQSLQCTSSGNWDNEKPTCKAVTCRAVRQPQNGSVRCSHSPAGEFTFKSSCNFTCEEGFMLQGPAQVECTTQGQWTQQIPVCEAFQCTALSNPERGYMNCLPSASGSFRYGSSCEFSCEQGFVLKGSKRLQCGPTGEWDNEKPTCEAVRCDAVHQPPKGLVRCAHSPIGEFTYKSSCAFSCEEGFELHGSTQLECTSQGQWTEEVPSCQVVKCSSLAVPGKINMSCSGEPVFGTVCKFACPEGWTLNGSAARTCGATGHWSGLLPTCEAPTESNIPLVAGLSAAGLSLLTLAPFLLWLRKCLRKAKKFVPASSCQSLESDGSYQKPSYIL
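System: HUVEC / Compound: single concentration / Signal: immunofluorescence imaging / Read-out: percent E-selectin-positive cells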
ERAP1 HTS inh – blocks human ERAP1 aminopeptidase activity | Q9NZ08 | recombinant ERAP1, Leu-AMC fluorescence, 60 min | inhibition, % at 10.7 µM | actives 0.15% (n = 340,000);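 active = mean replicate inhibition of at least 30%, or all replicates individually reaching that 30% level; inactive = mean below 30% and not every replicate reaching it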;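 note: 0% = neutral control wells and 100% = L-leucinethiol positive control wells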
RAD54 branch – blocks human RAD54 Holliday junction branch migration. inhibition, % at 10.4 µM. actives 0.14% (n = 360,000). AID 602329. Q92698. FAM/BHQ fluorescence;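 active = mean normalized replicate activity at least 40 and at least half of replicates scoring 40 or more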;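 note: 0% = median of neutral control wells and 100% = median of positive control wells; inhibitors cause a drop in the FAM fluorescence signal; in these data hits start at about 50%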
PGC1a acetyl inh – lowers PGC1a acetylation signal in U2OS cells; AlphaScreen anti-acetyl-lysine; with virally co-expressed GCN5 acetyltransferase; inhibition, % at 15.6 µM; actives 0.17% (n = 350,000);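 active = every replicate shows inhibition of at least 40%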;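 note: 0% = neutral control wells and 100% = positive control wells; some results beyond the cut were filed as inactive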
An asterisk follows results filed as active; nt = not tested or not shown; & = joins results of further samples; [ ] = another dose, or the depositor's remark.

Value order – Cneo AK release, PglD inh, RAD52 inh, miR-122 sensor, E-sel inducer, ERAP1 HTS inh, RAD54 branch, PGC1a acetyl inh
CCC(=O)N[C@@H]1C=C[C@H](CC(=O)NCc2cc(F)cc(F)c2)O[C@@H]1CO
→ -8, 1, -104, nt, 0.0, -1, -4, 2
O=C(COc1ccc2ccccc2c1)NNC(=O)Cc1ccccc1
→ -1, 0, 2, -1, nt, 0, 9, 0
CCCNC(=O)C1CC(c2ccccc2[N+](=O)[O-])=NO1 (stereo not drawn)
→ -6, 7, -7, 2, 1.2, nt, 4, 4
CC(C)(C)NC(=O)c1ccc2c(c1)N(CC(=O)N1CCCC1)C(=O)C(C)(C)O2
→ 3, 1, -7, nt, nt, -2, 0, nt
Cc1cccc(N2CCN(C(=O)C3CCN(c4ncnc5c4nc4n5CCCCC4)CC3)CC2)c1C
→ 12, 4, -5, -9, nt, 2, -2, -24
COc1ccc(CNS(=O)(=O)c2cc(-c3cc(C)no3)ccc2C(C)C)cc1
→ 0, 1, -22, 200*, nt, 2, 0, -16
CCC(C)NS(=O)(=O)c1ccc(OCC(=O)NCc2ccccn2)cc1 (stereo not drawn)
→ nt, nt, -21, 4, nt, 0, nt, -5
COc1ccc(NC(=O)C2CCCN(c3nc(C)cc(C)n3)C2)cc1 (stereo not drawn)
→ nt, nt, -5, nt, 1.5, -5, nt, -7
CN(C1CCS(=O)(=O)C1)S(=O)(=O)c1ccccc1[N+](=O)[O-] (stereo not drawn)
→ 2, -3, -8, -4, nt, -4, -2, -1
CCCCCCn1c(N2CCN(c3ccccc3)CC2)nc2c1c(=O)[nH]c(=O)n2C
→ -1, -1, nt, 2, nt, nt, 7, 0

3 compounds already listed, sorted by count of non-hydrogen atoms, lowest first:
Value order – Cneo AK release, PglD inh, RAD52 inh, miR-122 sensor, E-sel inducer, ERAP1 HTS inh, RAD54 branch, PGC1a acetyl inh
O=C(COc1ccc2ccccc2c1)NNC(=O)Cc1ccccc1
→ -1, 0, 2, -1, nt, 0, 9, 0
CCC(C)NS(=O)(=O)c1ccc(OCC(=O)NCc2ccccn2)cc1 (stereo not drawn)
→ nt, nt, -21, 4, nt, 0, nt, -5
COc1ccc(CNS(=O)(=O)c2cc(-c3cc(C)no3)ccc2C(C)C)cc1
→ 0, 1, -22, 200*, nt, 2, 0, -16

Three entries from above, with tabs:
Compound	Cneo AK release	PglD inh	RAD52 inh	miR-122 sensor	E-sel inducer	ERAP1 HTS inh	RAD54 branch	PGC1a acetyl inh
COc1ccc(CNS(=O)(=O)c2cc(-c3cc(C)no3)ccc2C(C)C)cc1	0	1	-22	200*	nt	2	0	-16
CCC(C)NS(=O)(=O)c1ccc(OCC(=O)NCc2ccccn2)cc1 (stereo not drawn)	nt	nt	-21	4	nt	0	nt	-5
COc1ccc(NC(=O)C2CCCN(c3nc(C)cc(C)n3)C2)cc1 (stereo not drawn)	nt	nt	-5	nt	1.5	-5	nt	-7

Next section:
Value order – Cneo AK release, PglD inh, RAD52 inh, miR-122 sensor, E-sel inducer, ERAP1 HTS inh, RAD54 branch, PGC1a acetyl inh
O=C1C(C23CC4CC(CC(C4)C2)C3)C(=O)N(c2ccccc2)N1c1ccccc1
→ 3, -1, -3, 3, nt, 7, -1, 20
COc1cc2c(cc1OC)CN(C(=O)CCN1C(=O)C3CCCCC3C1=O)CC2 (stereo not drawn)
→ nt, nt, -2, nt, -1.6, -1, nt, 0
COc1ccc(C[C@H]2CN3C(=NC[C@@H]3Cc3ccccc3)N2CCNC(=O)c2ccc(C)c(Br)c2)cc1
→ 7, -3, nt, -16, nt, nt, 10, -6
O=C(NCc1ccco1)c1ccc(COc2ccccc2[N+](=O)[O-])o1
→ 0, 7, -9, -2, 0.1, -4, 8, 6
Cc1ncc(NS(=O)(=O)c2ccc(N)cc2)nc1C
→ 0, -5, -6, 5, 1.6, 0, -21, -1
CC(C)NC(=O)Nc1ccc2c(c1)C(=O)N([C@@H](C)CO)C[C@H](C)[C@@H](CN(C)S(=O)(=O)c1cccs1)OCCCC[C@@H](C)O2
→ -6, -2, -1, 7[16.7 µM], nt, 23, -6, -1
N#Cc1ccc(-c2ccc([C@@H]3[C@H](CO)N4CCCCN(C(=O)Nc5ccc(F)cc5)C[C@@H]34)cc2)cc1
→ 18, -4, 11, -1[16.7 µM], -0.5, 1, -7, -27
CCCN(CC(=O)Nc1ccccc1C)C(=O)c1cc(=O)[nH]c2ccccc12
→ nt, nt, -16, -8, 11, -3, nt, -1
CC(C)Oc1ccc(F)cc1-c1cc(C(=O)NC2CCCCC2)[nH]n1
→ -1, 0, -6, 1, 1.4, -2, 1, -14
CC(=O)Nc1ccc(-c2csc(NC(=O)Nc3ccccc3)n2)cc1
→ -4, -1, -10, -2, nt, -1, -1, -2
Cc1cccc(NC2(C(F)(F)F)N=C3SCCN3C2=O)n1 (stereo not drawn)
→ 0, -2, nt, -6, nt, nt, 8, 1
Cn1c(NN)nc2c1c(=O)n(Cc1ccccc1)c(=O)n2C
→ 1, 1, -15, 7, -0.8, -3, -1, 2
Cc1ccccc1CNc1ncnc2cc(Cl)ccc12
→ 5, -1, -1, -1, 51*, -3, -3, -8
C/[N+]([O-])=C\C1C(=O)CCCC1=O
→ nt, nt, -14, nt, -0.1, 4, nt, 6
CCS(=O)(=O)N1CCC(C(=O)Nc2cccc(C(C)=O)c2)CC1
→ -1, 1, nt, 1, nt, nt, -2, 4
COC(=O)C1C(C(C)C)N(c2ccccc2)OC1(C)O (stereo not drawn)
→ 2, -3, 3, -4, nt, 0, 3, 2
Cc1noc(C)c1S(=O)(=O)N(C)C[C@H]1OCc2ccccc2-c2c(n(C)c3ccccc23)C(=O)N([C@@H](C)CO)C[C@H]1C
→ -2, 0, 8, nt, -0.1, 2, -8, -9
CC1=C(C)CC(C(=O)NNC(=O)c2ccccc2O)C(C(=O)O)C1 (stereo not drawn)
→ 6, 0, nt, 151*, nt, nt, 0, -7
COc1ccc(CSc2nnc(C)n2N)cc1
→ 1, 0, nt, 1, nt, nt, 0, 5
CC(NC(=O)CCCc1c[nH]c2ccccc12)c1ccc(F)cc1 (stereo not drawn)
→ -1, -3, -13, -5, nt, -2, 3, 3
C[C@@H]1CN([C@@H](C)CO)C(=O)c2cc(NS(=O)(=O)c3ccccc3)ccc2O[C@@H](C)CCCCO[C@@H]1CN(C)S(=O)(=O)c1ccc(F)cc1
→ 5, 2, 18, -4[16.7 µM], 0.2, 5, -9, -13
O=C(CN1CCN(C2CCCCC2)CC1)Nc1ccccc1N1CCCCC1
→ -1, nt, nt, 6, nt, nt, 1, -36
C[C@H]1CN([C@@H](C)CO)C(=O)c2cc(-c3ccc(F)cc3)cnc2O[C@H]1CN(C)C(=O)c1ccccn1
→ 1, 1, -1, 4[16.7 µM], 0.5, 1, 4, 2
Cc1nn(-c2ccccc2)c(C)c1C(=O)OCC(N)=O
→ -1, -1, -12, -4, 1.9, nt, -6, nt
COC(=O)c1ccc(C(=O)OC)c(NC(=S)N2CCCCC2)c1
→ 1, -4, nt, 18, nt, nt, 7, -23
C[C@@H]1CN([C@@H](C)CO)C(=O)c2cccc(NC(=O)c3ccc(-c4nccs4)cc3)c2O[C@H]1CN(C)C(=O)Nc1ccc(C(F)(F)F)cc1
→ 1, 3, 17, -2[16.7 µM], -0.2, 0, 1, 6
Cc1ccc(-c2csc(NCCn3c(C)nc4cc(C(F)(F)F)ccc43)n2)cc1
→ -1, 0, 5, -3, nt, -4, 2, -18
COc1cc(Cl)ccc1OC1(C)CCN(Cc2ccc(SC)cc2)C1 (stereo not drawn)
→ -4, 1, -11, 33, 1.2, -4, 2, 7
CC(C)c1ccccc1OCC(=O)NN1C(=O)c2ccccc2C1=O
→ 4, 1, -3, -5, nt, -2, -4, 0
CN(C)CC(=O)N[C@@H]1C=C[C@H](CC(=O)NCc2ccccc2F)O[C@H]1CO
→ 1, -3, -12, nt, -0.5, 3, 1, 1

miR-122 sensor: hit marks shown above.
| compound | PglD inh | RAD52 inh | miR-122 sensor | ERAP1 HTS inh | PGC1a acetyl inh |
| --- | --- | --- | --- | --- | --- |
| COc1ccc(CNS(=O)(=O)c2cc(-c3cc(C)no3)ccc2C(C)C)cc1 | 1 | -22 | 200* | 2 | -16 |
| CC1=C(C)CC(C(=O)NNC(=O)c2ccccc2O)C(C(=O)O)C1 (stereo not drawn) | 0 | nt | 151* | nt | -7 |

(listing goes on)
Value order – Cneo AK release, PglD inh, RAD52 inh, miR-122 sensor, E-sel inducer, ERAP1 HTS inh, RAD54 branch, PGC1a acetyl inh
Cc1ccc(O)c(C2=NCCNC(C(F)(F)C(F)F)=C2)c1
→ 1, 1, nt, -15, nt, nt, 2, nt
Cc1cc(C)n(-c2nc3c(c(=O)[nH]c(=O)n3C)n2CCc2ccccc2)n1
→ -1, 2, nt, 15, nt, nt, -3, -1
CCO[C@H]1OC(C(=O)N2CCOCC2)=C[C@@H](c2cn(C(C)=O)c3ccccc23)[C@@H]1CCCO
→ 6&3, -5&2, -1&2, 5, 1.0, 0&2, 0&-1, 7&2
O=C(CSc1ccc2ccccc2n1)N/N=C/c1ccc(O)cc1
→ 0, 5, -17, -1, nt, 0, -5, nt
Cc1cc2cc(CN(CCCN3CCOCC3)C(=O)NC3CCCCC3)c(=O)[nH]c2cc1C
→ -5, -5, nt, -17, nt, nt, 0, 8
CCCCc1ccc(C(=O)NC(C(=O)O)C(C)C)cc1 (stereo not drawn)
→ 0, 5, nt, -7, nt, nt, -2, -3
O=C(Nc1ccccc1)N[C@@H]1CC[C@H](CCNC(=O)c2ccccc2F)O[C@H]1CO
→ -2, 2, 1, nt, -1.4, 2, 5, 4
COc1ccc2c3c(n(C)c2c1)[C@@H](CO)NCC31CN(Cc2ccc(-c3ccccn3)cc2)C1
→ nt, nt, 96*, nt, 0.3, 0, nt, -33
S=C(Nc1cccc2ccccc12)NC1CCCCC1
→ -2, 3, 2, 77, nt, -6, 10, -7
Cc1cccnc1C(NC(=O)C1CCN(Cc2cn(C)c3ccccc23)CC1)c1ccc(Cl)cc1 (stereo not drawn)
→ 5, -2, 2, -12, -0.3, -15, 2, -54
